Bioassay records deposited in PubChem BioAssay by Broad Institute.
GSIS activator: primary screen for activators of insulin secretion dependent on glucose, INS-1E cells, GLuc reporter luminescence; INS-1E GLuc reporter insulin secretion, 2-3 h; activation, % at 16.6 µM; 0.61% of 370,000 active;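 active = lowest replicate activation of at least 40%, so every replicate reaches that level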;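 also: 0% = median of neutral control wells and 100% = median of IBMX positive control wells; some compounds called inactive have numbers as strong as hits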
PAX8 reporter: PAX8 transcriptional activity inhibition. RMG-I TPO-luciferase reporter, SteadyGlo, 24 h. AID 652154. inhibition, % at 12.6 µM. 1.2% of 360,000 active;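 active = mean replicate inhibition at least 60% with every replicate also reaching 60%; inconclusive = only one of the two criteria is met; inactive = mean below 60% and not all replicates reaching 60%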;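 also: luciferase light reporting Pax8 driven TPO promoter activity; plate controls were median of neutral control wells for no effect and mitoxantrone controls for full effect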
ERp5 inh: ERp5 (human) disulfide isomerase inhibition; Q15084; ERp5 insulin aggregation, absorbance 650 nm, 90 min; inhibition, % at 9.99 µM; 0.05% of 350,000 active;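 active = mean replicate inhibition above about 25%, with every replicate also reaching it, limit read from the data, passing the limit was not always enough; inconclusive = only one of those two criteria met; inactive = neither criterion met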
Target sequence (Q15084 whole entry, looked up): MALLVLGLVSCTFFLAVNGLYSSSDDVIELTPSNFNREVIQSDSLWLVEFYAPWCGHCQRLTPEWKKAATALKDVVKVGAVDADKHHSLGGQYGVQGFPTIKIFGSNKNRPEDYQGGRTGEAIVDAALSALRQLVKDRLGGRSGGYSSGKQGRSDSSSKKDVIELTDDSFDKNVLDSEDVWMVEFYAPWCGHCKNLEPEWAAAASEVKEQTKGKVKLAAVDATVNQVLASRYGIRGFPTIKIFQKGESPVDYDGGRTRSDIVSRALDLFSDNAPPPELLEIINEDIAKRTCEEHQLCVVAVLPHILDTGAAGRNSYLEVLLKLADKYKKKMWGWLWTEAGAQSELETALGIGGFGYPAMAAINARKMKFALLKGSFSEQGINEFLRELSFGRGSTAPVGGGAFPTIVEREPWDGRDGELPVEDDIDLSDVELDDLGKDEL
DENV2 CPE: protects cells from dengue virus 2 cytopathic effect | 1.7% of 350,000 active | CPE inhibition, % at 9.99 µM | DENV2-infected cells, cytopathic effect rescue, plate reader | AID 651640; in the data active = CPE inhibition above about 20%, passing the limit was not always enough; inconclusive = no clear call, values can overlap the other calls; tested in BHK-21 cells;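 also: 0% = median of neutral control wells and 100% = median of positive control wells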
Xi reactivation: activators of X-chromosome reactivation in mouse fibroblasts | XiGFP mouse fibroblasts, % GFP-positive cells imaging, 3 d; cells co-treated with 5-aza-dC sensitizer; scaled so ellipticine positive control = 100% | activation, % at 7.58 µM | 0.055% of 360,000 active;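 active = mean normalized replicate activation at least 10% and every replicate at or above 10%; inconclusive = only one of the two criteria met; inactive = mean below 10% and not all replicates reach 10%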;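 also: 0% = median of on-plate neutral control wells and 100% = ellipticine 6 µM median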
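Assay system: SV40-immortalized XiGFP fibroblast cells, line 68-5-11; buffer or medium: DMEM plus 5-aza-dC sensitizer; compound: one concentration, pinned; timing: compounds 3 days, fix/stain 15 min at room temperature; benchmarks: positive control ellipticine, 6 µM final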
ARNT-TACC3 inh: ARNT/TACC3 interaction disruption; Q9Y6A5; AlphaScreen His-ARNT PAS-B/GST-TACC3 binding, luminescence; TACC3 fragment carries E629A point mutation; inhibition, % at 9.99 µM; 0.66% of 390,000 active; AID 623870;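 active = mean inhibition of replicates at least 50% and at least half of replicates each reaching 50%; inconclusive = half or more replicates reach 50% but mean below 50%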;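 also: 0% = complete ARNT plus TACC3 wells and 100% = ARNT alone without TACC3; many hits fall short of the cut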
EWS-Fli block: EWS/Fli transcriptional activity inhibition; A673 NR0B1-luciferase reporter, viability-normalised; inhibition, % at 12.6 µM; 0.67% of 350,000 active; AID 651661;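 active = mean inhibition of at least 50% after viability correction, with every replicate also passing that limit; inconclusive = mean reaches 50% but only one of two replicates passes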;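 also: firefly luciferase signal divided by Alamar Blue viability fluorescence both relative to DMSO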
CFTR F508del cor: correctors of CFTR F508del function in bronchial epithelial cells | CFBE cells, YFP halide quenching; stimulated with forskolin plus potentiator P3; % fluorescence drop versus neutral controls | activity (quench increase), % at 7.58 µM | 0.36% of 350,000 active | AID 720511;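 active = mean added fluorescence quench of at least 8% versus neutral control, with both replicates also reaching 8%; inconclusive = only one of the mean or replicate conditions met; inactive = mean below 8% and not both replicates reaching 8%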;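 also: cells transiently co-express mutant CFTR-F508del with the halide-sensitive YFP; corrector assay measuring rescue of mutant channel to the surface after 24 h compound exposure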
* hit, by the source's call; u = inconclusive; x = no result given; & = joins results of further samples.

SMILES	GSIS activator	PAX8 reporter	ERp5 inh	DENV2 CPE	Xi reactivation	ARNT-TACC3 inh	EWS-Fli block	CFTR F508del cor
O=Cc1cn(Cc2ccccc2)nc1-c1cccnc1	26	1	-1	-1	0.0	16	-4	1.3
CC(Sc1ncccn1)C(=O)N1CCc2ccccc21 (stereo not drawn)	1	0	2	-2	0.0	-6	-2	1.1
COCC1CCN(C(=O)C2CCC(=O)N(CC3CCCCC3)C2)CC1 (stereo not drawn)	14	-1	-2	2	0.1	-10	x	0.0
CC(C)NC(=O)N(C)C[C@@H]1OCCCC[C@H](C)Oc2ccc(NC(=O)Cc3ccccc3)cc2C(=O)N([C@H](C)CO)C[C@@H]1C	-15	10	x	5	0.4	x	x	-2.5
O=C(C[C@@H]1CC[C@@H]2[C@H](COC[C@H](O)CN2Cc2cc(F)ccc2F)O1)NCc1ccc(Oc2ccccc2)cc1	-18	x	5	2	-0.1	7	x	5.8
COc1ccc(CCN=C(N)NS(=O)(=O)c2cc(F)ccc2OC)cc1	28	-15	2	-3	0.1	0	x	-1.9
COc1ccc2cc(C(=O)N3CCCC(Nc4ccc(F)cc4)C3)n(C)c2c1 (stereo not drawn)	x	-2	-9	19	0.1	4	8	-1.7
C/C(CC(=O)Nc1cc(C)ccn1)=N\NC(=O)c1cccc(C)c1O	-42	36	1	-5	0.9	14	-36	-9.4
O=C(CSc1ccc2nnc(-c3ccncc3)n2n1)Nc1nccs1	2	-2	5	9	0.2	x	13	-2.1
CCOC(=O)N1CCN(C(=O)CN(c2ccccc2OC)S(=O)(=O)c2ccc(OC)cc2)CC1	-5	7	1	-8	0.1	0	12	3.7
CCOC(=O)c1c(NC(=O)C2CCCCC2C(=O)O)sc2c1CCCCC2 (stereo not drawn)	-2	-1	3	-10	0.1	-1	0	-0.2
COc1cccc(CNC(=O)CCCn2c(=S)[nH]c3cc4c(cc3c2=O)OCO4)c1	x	1	11	10	0.1	1	-12	-1.1
COc1ccc(-c2cccc(CCC(=O)N3CCN(c4cc(C)ccc4C)CC3)c2)cc1	-10	8	-7	-1	0.1	-2	4	1.6
O=S1(=O)CCOCCCN1Cc1cccc(C(F)(F)F)c1	-1	26	2	-15	0.1	7	-7	2.2
CCOc1ccsc1C(=O)O	18	2	4	0	0.2	-3	3	-2.1
CNC(=O)C[C@@H]1CC[C@H]2[C@H](COc3ccc(NC(=O)c4cnccn4)cc3C(=O)N2C)O1	1	-22	x	2	0.5	6	-8	-1.0
O=C(c1[nH]c(C(F)(F)F)nc1-c1ccccc1)N1CCN(c2ccccn2)CC1	11	13	1	-3	0.1	x	-1	1.2
CCNC(=O)[C@H]1[C@H](CO)[C@H]2Cn3c(ccc(-c4ccc(F)cc4)c3=O)[C@H]2N1Cc1ccccc1F	-14	7	x	x	0.0	x	0	-1.0
Cc1ccc(Cc2ccccc2C(=O)O)cc1	-5	-3	6	0	0.1	0	8	-1.6
C[C@@H]1CN([C@H](C)CO)C(=O)Cc2cc(NC(=O)CCCN(C)C)ccc2O[C@H]1CN(C)Cc1ccc(-c2ccccc2)cc1	72*	-3	0	-1	-1.0	21	-5	-4.3
CCN1CCN(CCNC(=O)c2ccc3c(c2)N(Cc2ccc(F)cc2)C(=O)c2ccccc2S3=O)CC1 (stereo not drawn)	18	3	-3	8	0.0	-11	-2	0.0
O=C([C@@H]1[C@@H](CO)[C@@H]2Cn3c(cccc3=O)[C@@H]2N1Cc1ccncc1)N1CCCCC1	19	x	-6	18	0.2	-25	-21	x
Cc1nn(Cc2c(F)cccc2Cl)c(=O)c2ccccc12	29	14	0	-5	0.1	13	-4	0.9
COc1ccc(Cl)cc1NS(=O)(=O)c1cccc(C(=O)NCCCN2CCOCC2)c1	9	-14	0	u	-0.1	x	0	-2.3
COc1ccc(C(=O)NCCS(=O)(=O)N2CCOCC2)cc1	7	12	6	-3	0.0	-9	-1	1.0

Four records picked at random from those above:
SMILES	GSIS activator	PAX8 reporter	ERp5 inh	DENV2 CPE	Xi reactivation	ARNT-TACC3 inh	EWS-Fli block	CFTR F508del cor
COc1ccc(-c2cccc(CCC(=O)N3CCN(c4cc(C)ccc4C)CC3)c2)cc1	-10	8	-7	-1	0.1	-2	4	1.6
CC(Sc1ncccn1)C(=O)N1CCc2ccccc21 (stereo not drawn)	1	0	2	-2	0.0	-6	-2	1.1
O=C(CSc1ccc2nnc(-c3ccncc3)n2n1)Nc1nccs1	2	-2	5	9	0.2	x	13	-2.1
O=C(c1[nH]c(C(F)(F)F)nc1-c1ccccc1)N1CCN(c2ccccn2)CC1	11	13	1	-3	0.1	x	-1	1.2

The list continues.
SMILES	GSIS activator	PAX8 reporter	ERp5 inh	DENV2 CPE	Xi reactivation	ARNT-TACC3 inh	EWS-Fli block	CFTR F508del cor
COc1cc(F)c(C2=CC(=O)CC(C)(C)C2)cc1F	20	-9	11	27*	0.1	-1	-17	4.2
CCOc1ccc(OCCC(=O)OCC(=O)Nc2ccc(Cl)cn2)cc1	10	-3	-9	u	0.4	-3	0	-8.3
Cn1c(=O)c2cc(NC(=O)Cc3cccnc3)ccc2n1-c1ccc2ccccc2c1	-13	19	6	-7	0.0	x	8	4.2
C/C=N\NC(=O)COc1cc(C)ccc1C	3	0	2	-1	0.1	x	3	2.2
CC(C)NC(=O)Nc1cccc2c1O[C@H](CN(C)S(=O)(=O)c1ccc(Cl)cc1)[C@@H](C)CN([C@@H](C)CO)C2=O	7	4	5	-6	0.1	1	-3	2.5
O=C(Nc1ccc2[nH]c(=O)[nH]c2c1)Nc1ccc(F)cc1F	x	-24	6	3	0.2	-1	-11	-0.8
COc1ccc(OCc2cc(C(=O)N3CCCN(C(C)=O)CC3)no2)c(Cl)c1	-2	-71	-2	6	0.0	-3	x	-2.2
CC(OC(=O)C1CCCCC1)C(=O)Nc1ccc(S(N)(=O)=O)cc1 (stereo not drawn)	-16	-9	1	18	0.4	x	-5	2.7
COc1ccccc1NC(=O)C1=C(C)NC2=C(C(=O)CCC2)C1c1ccc2c(c1)OCO2 (stereo not drawn)	-1	x	-1	-2	x	-14	10	1.7
O=S(=O)(Nc1ncccn1)c1ccc(-n2cnnn2)cc1	7	1	8	-1	0.4	-5	4	0.6
CO[C@@H]1CN(C)C(=O)c2ccc(NC(=O)NC(C)C)cc2OC[C@H](C)N(Cc2ccccc2)C[C@@H]1C	-18	x	-3	4	0.3	3	5	2.0
CO[C@@H](CN(C)C(=O)Nc1ccc(C(F)(F)F)cc1)[C@H](C)CN(Cc1ccccc1Cl)[C@@H](C)CO	-13	x	-4	0	0.2	x	17	1.4
COc1ccc(CNC(=O)O[C@H]2Cn3c(=O)ccc(=O)n3[C@@H]3CN(S(=O)(=O)c4ccc(C)cc4)C[C@]23O)cc1OC	10	-21	3	0	-0.1	x	-8	1.3
CN(C)S(=O)(=O)c1ccc(C(=O)OCC(=O)NCc2ccccc2)cc1	10	0	-2	-2	-0.2	-3	-3	-2.3
Cn1nccc1C(=O)N/N=C/c1cccnc1	24	-2	1	1	0.0	7	1	-0.8
COC(=O)c1nc2n(n1)C(c1cccc(Cl)c1)C1=C(CC(C)(C)CC1=O)N2 (stereo not drawn)	8	1	2	-9	0.0	-2	21	-1.5
CN1[C@@H]2c3ccc(-c4cccc(F)c4)c(=O)n3C[C@@H]2[C@@H](CO)[C@@H]1C(=O)NC1CCCC1	-5	x	-7	3	0.0	x	-7	-1.8
CCNC(=O)C[C@@H]1CC[C@@H]2[C@H](COc3ccc(NC(C)=O)cc3C(=O)N2C)O1	6	-33	-2	0	0.1	-1	-1	2.1
COc1ccc(C)cc1S(=O)(=O)NCC(c1ccc2c(c1)OCO2)N1CCOCC1 (stereo not drawn)	-5	-5	1	1	0.0	4	-2	-4.9
Cc1noc(C)c1NC(=O)N(C)C[C@@H]1Oc2c(NS(C)(=O)=O)cccc2C(=O)N([C@H](C)CO)C[C@H]1C	11	x	-3	-1	0.0	x	0	-1.2
Nc1nnc(/C=C/c2ccccc2Cl)s1	1	-148	6	-4	0.3	-8	-72	2.6
CCC(=O)Nc1c(-c2ccc(C)cc2)nc2ccc(C)cn12	11	26	0	12	0.0	0	3	-0.1
O=C(CCNC(=O)N1CC(=O)Nc2ccccc21)Nc1ccc(F)c(Cl)c1	-5	-9	-1	4	0.0	-2	10	1.0
CC(=O)N1N=C(c2ccc(Br)cc2)CC1c1cccc([N+](=O)[O-])c1 (stereo not drawn)	-10	-1	1	-3	-0.1	x	-1	-2.2
COC(=O)C(Cc1ccccc1)NC(=O)CCc1c[nH]c2ccccc12 (stereo not drawn)	12	15	5	1	-0.1	-2	26	-1.0
New compounds follow.
SMILES	GSIS activator	PAX8 reporter	ERp5 inh	DENV2 CPE	Xi reactivation	ARNT-TACC3 inh	EWS-Fli block	CFTR F508del cor
O=C(Nc1ccccc1)c1ccc(C(=O)Nc2ccccc2)nc1	4	-14	1	-3	0.1	2	-96	1.9
NCC[C@H]1CC[C@H](NS(=O)(=O)c2ccc(Cl)cc2)[C@H](CO)O1	8&7	-3	-3	-6	0.4&-0.1	6	-25	-1.8
CCn1c(CNS(=O)(=O)c2ccc(Br)cc2)nnc1SC	-2	11	3	8	0.5	33	-3	0.1
Cc1cc(C(=O)CN2C(=O)C(=O)N(CC(C)C)C2=O)c(C)n1-c1ccccc1F	3	-15	-1	-16	0.1	4	-20	1.1
C/C=C/c1ccc([C@@H]2[C@@H](CN(C)C(=O)c3ccccn3)N(C(C)=O)[C@H]2CO)cc1	4	-15	x	-1	0.0	1	1	-0.5
C[C@H]1CN([C@@H](C)CO)C(=O)Cc2cc(NC(=O)Cc3ccccc3)ccc2O[C@H]1CN(C)C(=O)Nc1ccc2c(c1)OCO2	-8	-7	5	-7	0.1	2	-7	1.8
Nc1c(C=C2C=CC(=O)C=C2)c(=O)nc2sc(CC(=O)N3CCCC3)nn12	9	1	2	-6	0.0	10	x	-2.3
OCCCCNCc1cc(Br)ccc1OCc1ccccc1F	8	-7	5	12	0.5	2	6	-2.0
CC(C)CC#Cc1cnc2c(c1)C(=O)N([C@H](C)CO)C[C@@H](C)[C@H](CN(C)C(=O)c1cccnc1)O2	7	x	-2	-8	0.1	-5	0	-0.1
COc1ccc2c3c([nH]c2c1)[C@@H](CO)N(C(=O)NC(C)C)CC31CCN(C(=O)C2CCCCC2)CC1	17	x	0	0	0.1	x	10	2.3
C[C@@H]1CN([C@H](C)CO)S(=O)(=O)c2ccc(Br)cc2O[C@H]1CN(C)C(=O)c1ccc2c(c1)OCO2	3	x	6	5	-0.5	-9	-3	1.9
C[C@H]1CN([C@@H](C)CO)C(=O)c2cc(NC(=O)CCC(F)(F)F)ccc2O[C@@H]1CN(C)S(=O)(=O)c1ccccc1	-17	-4	-2	9	0.0	-13	-1	-2.4
COc1ccc(N2CCN(c3nc4ccccn4c(=O)c3C=O)CC2)cc1	x	-1	5	-3	0.6	1	1	x
O=C(NC1=NCCS1)c1ccccc1Br	x	3	0	11	0.0	x	9	-1.5
CN(C(=O)COC(=O)C1CCN(S(=O)(=O)c2ccc3c(c2)OCCO3)CC1)C1CCS(=O)(=O)C1 (stereo not drawn)	4	5	-3	-9	0.2	2	-7	0.1
COc1ccc(S(=O)(=O)NCCCn2ccnc2)cc1C(C)(C)C	-1	6	1	-5	0.0	15	4	-5.6
CN(C)CC#Cc1ccc([C@H]2[C@H](CO)N3CCCCN(CC4CCOCC4)C[C@@H]23)cc1	0	6	0	-5	0.2	-4	-4	0.0
